FLuc act counter: affects firefly luciferase, flagging false hits in luciferase stimulation screens; P08659; ATPlite luciferase biochemical, luminescence, 10 min; 0 = ATP-free wells, 1 = DMSO control; activation factor at 10 µM; 200,000 tested, under 10 active; AID 1027;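 active = luciferase activation factor, scaled between plate controls, of at least 2 with compound at 10 µM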
Target sequence (P08659 whole entry, looked up): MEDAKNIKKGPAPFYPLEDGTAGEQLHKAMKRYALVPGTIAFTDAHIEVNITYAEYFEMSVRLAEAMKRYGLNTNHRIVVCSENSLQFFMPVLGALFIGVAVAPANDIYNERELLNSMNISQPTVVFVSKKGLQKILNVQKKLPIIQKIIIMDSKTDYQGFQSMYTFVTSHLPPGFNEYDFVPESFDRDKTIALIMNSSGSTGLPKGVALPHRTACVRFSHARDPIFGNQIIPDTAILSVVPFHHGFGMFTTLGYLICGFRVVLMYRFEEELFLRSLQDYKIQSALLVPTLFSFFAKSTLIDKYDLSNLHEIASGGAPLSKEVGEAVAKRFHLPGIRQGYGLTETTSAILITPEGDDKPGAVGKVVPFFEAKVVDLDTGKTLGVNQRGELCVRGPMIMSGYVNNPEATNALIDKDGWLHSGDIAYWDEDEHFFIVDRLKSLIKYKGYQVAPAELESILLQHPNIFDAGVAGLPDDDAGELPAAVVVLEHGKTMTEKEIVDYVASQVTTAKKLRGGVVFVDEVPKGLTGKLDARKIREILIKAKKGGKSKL
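Material: Luciferase/luciferin reagent mix; Doses: test compounds dosed from 2 mM stocks in 100% DMSO; Schedule: 10 min incubation after luciferase reagent addition, room temperature; Measured by: luminescence from luciferase reaction; Read-out: luminescence gain marking luciferase activators.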
APP 5UTR inh: APP translation inhibition; SH-SY5Y APP 5'UTR-luciferase reporter, luminescence; inhibition, % at 2 µM; 0.82% of 190,000 active; AID 1285;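 active = inhibition above a set limit, derived from the sample mean plus 3 SD, cut at about 45% in these data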; also: values of inactives mirror those of a sister screen read the other way
RAM network inh: blocks the yeast RAM network; AID 868; S. cerevisiae dse1pr::URA3 reporter, 5-FOA growth OD615, 2 d; analog-sensitive cbk1-as2 kinase mutant strain; inhibition, % at 50 µM; 1.8% of 190,000 active;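 active = inhibition above a set limit, 3 SD over mean compound inhibition, cut at about 8.4% in these data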;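 also: 0% = DMSO-only wells with no growth and 100% = 10 µM 1-NA-PP1 full growth; inhibition rescues growth on 5-FOA so higher OD means more RAM inhibition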
TNAP inh hiacc: TNAP (human) inhibition, high acceptor. P05186. purified TNAP, CDP-star luminescence, 1 M DEA. inhibition, % at 20 µM. 0.03% of 200,000 active. AID 1135;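 active = over 50% inhibition of tissue-nonspecific alkaline phosphatase at 20 µM in the single-dose screen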;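 also: plate controls were DMSO wells for no effect and EDTA-quenched wells as full inhibition for full effect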
Target sequence (P05186 whole entry, looked up): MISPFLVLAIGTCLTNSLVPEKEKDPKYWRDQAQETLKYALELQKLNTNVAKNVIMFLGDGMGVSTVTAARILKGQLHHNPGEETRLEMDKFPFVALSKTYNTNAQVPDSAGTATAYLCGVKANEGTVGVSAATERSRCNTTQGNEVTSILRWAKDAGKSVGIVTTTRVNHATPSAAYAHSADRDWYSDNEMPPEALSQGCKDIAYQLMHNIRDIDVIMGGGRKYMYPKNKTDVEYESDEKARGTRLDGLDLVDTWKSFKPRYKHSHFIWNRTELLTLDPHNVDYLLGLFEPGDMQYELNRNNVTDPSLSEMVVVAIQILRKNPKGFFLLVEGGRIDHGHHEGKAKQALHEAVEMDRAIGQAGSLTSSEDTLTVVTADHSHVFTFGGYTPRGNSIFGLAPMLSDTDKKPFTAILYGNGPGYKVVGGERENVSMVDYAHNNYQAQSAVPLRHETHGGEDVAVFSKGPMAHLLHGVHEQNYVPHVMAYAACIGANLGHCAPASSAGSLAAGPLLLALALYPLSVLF
TNAP inh no acc: inhibitors of human TNAP without phosphate acceptor; purified TNAP, CDP-star luminescence, 30 min; inhibition, % at 20 µM; 0.26% of 200,000 active; AID 1012;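 active = tissue-nonspecific alkaline phosphatase inhibition above about 50% at 20 µM in the single-dose screen, limit read from the data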;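 also: 0% = DMSO negative control and 100% = EDTA positive control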
bIAP activator: increases bovine intestinal alkaline phosphatase activity. 0.17% of 200,000 active. AID 1016. activation factor at 20 µM. purified bovine IAP, CDP-star luminescence, 30 min; stronger effect = higher value; fold of DMSO-control signal, blank-subtracted;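 active = activation factor of 2 or more at 20 µM, a signal rise over negative controls twice the positive control's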
Lmaj promast: reduces viability of Leishmania major promastigotes; resazurin fluorescence viability; 9% of 200,000 active; inhibition, % at 10 µM; in the data active = inhibition above about 50%;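 also: promastigotes grown with compound for 44 hours at 28 °C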
FLuc inhib CS: Photinus pyralis luciferase inhibition counter-screen | 1.5% of 200,000 active | inhibition, % at 10 µM | P08659 | ATPLite firefly luciferase biochemical luminescence, 10 min | AID 1006;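 active = inhibition above about 50% when tested at 10 µM, limit read from the data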
TNAP act hiacc: increases human TNAP activity under high phosphate acceptor concentration; P05186; purified TNAP, CDP-star luminescence, 1 M DEA, 30 min; stronger effect = higher value; 0 = EDTA background, 1 = DMSO-only activity; 200,000 tested, under 10 active; activation factor at 20 µM;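 active = activation factor at least 2 at 20 µM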
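system = human TNAP | amount = enzyme diluted 1/800 final | reagent = 100 µM CDP-star substrate | signal = luminescent substrate turnover signal | dosing = one dose, 20 µM | benchmarks = EDTA negative control, DMSO positive control | measure = activation factor | timing = 30 min reaction, room temperature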
bIAP inh: intestinal alkaline phosphatase (bovine) inhibition | purified bovine IAP, CDP-star luminescence, 30 min | inhibition, % at 20 µM | 190,000 tested, under 10 active;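 active = over 50% inhibition of intestinal alkaline phosphatase at 20 µM in the single-dose screen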
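Incubation: 30 min reaction at room temperature / Material: purified bovine intestinal alkaline phosphatase (IAP) enzyme / Input: enzyme at 1/65,000,000 dilution / Dosing: 20 µM single dose / Signal: CDP-star luminescence signal / Reagent: CDP-star chemiluminescent phosphatase substrate, 30 µM final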
* = called active by the depositor.

SMILES	FLuc act counter	APP 5UTR inh	RAM network inh	TNAP inh hiacc	TNAP inh no acc	bIAP activator	Lmaj promast	FLuc inhib CS	TNAP act hiacc	bIAP inh
O=C1CC(N2CCN(Cc3ccccc3)CC2)C(=O)N1 (stereo not given)	1.1	-15.3	0.6	-4.5	-11.4	0.9	1.4	-9.1	1	7.3
CCc1ccc(C2c3[nH]c4ccccc4c3CCN2C(=O)CN2CCN(CC)CC2)cc1 (stereo not given)	1	2.2	-1.8	-4.0	-15.1	1.4	74.9*	-4.2	1	-36.1
COc1ccc(/C=C2/SC(=O)N(CC(=O)NCCC(C)C)C2=O)cc1OC	1	-0.5	-1.0	0.6	-12.5	0.9	0.7	-4.9	1	9.3
O=C(c1cc2sccc2n1Cc1ccc(F)cc1)N1CCc2ccccc21	1	-9.6	2.2	-5.0	-8.9	1	35.9	-0.6	1.1	-0.2
CSc1nc2ccc(NC(=O)c3ccco3)cc2s1	0.5	-98.1	-1.1	-0.9	-11.5	1	-0.7	47.1	1	4.8
Cc1cc(C(=O)Nc2ccccc2C#N)n(-c2ccccc2)n1	1	7.6	-0.6	-2.2	-7.2	0.9	-2.5	-1.8	1	7.2
CCCNc1nc(N)nc(-c2cc(Cl)ccc2OC)n1	1	5.8	0.0	-1.5	-6.7	0.9	-5.7	-2.2	1	6.7
CCOC(=O)C1=C(O)C(=O)N(CCCn2ccnc2)C1c1ccc(C)cc1 (stereo not given)	1	17.8	0.7	-0.2	2.0	1	-5.1	-1.0	1	0.1
O=C(Nc1ccc(Cl)c(Cl)c1)c1csc(-c2ccccc2)n1	1.1	10.6	2.8	-3.9	-4.4	0.8	-4.3	-11.0	1	18.2
COC(=O)c1ccc(COc2ccc(/C=N/N3CCN(C)CC3)cc2)cc1	1	-54.9	-0.1	-1.9	-8.2	1	0.2	-2.9	1	-2.1
CCCCNC(=O)CC(=O)Nc1ccccc1C(=O)O	1	-0.3	0.0	-2.1	-11.1	1.1	-4.1	-4.3	1	-10.2
O=C(Nc1cccc(C(F)(F)F)c1)C1CCCO1 (stereo not given)	1.1	11.8	5.2	-2.0	-3.2	1	-6.8	-8.7	1	4.0
Cc1ccc(S(=O)(=O)N2CCCC2C(=O)OCc2nc3sc(C)c(C)c3c(=O)[nH]2)cc1 (stereo not given)	1	2.6	2.5	0.9	5.8	0.9	-5.5	-1.6	1	7.5
Cn1cc([N+](=O)[O-])c(C(=O)Nc2cnn(Cc3ccc(F)cc3)c2)n1	1.1	32.4	5.0	-3.0	-0.9	0.9	98.6*	-8.5	1	6.1
CN(C)c1ccc(-c2nnn(CC(=O)Nc3ccccc3N3CCOCC3)n2)cc1	1	18.3	0.3	-2.4	-5.5	0.9	1.7	2.0	1	9.9
CCOc1ccc2c(c1)n(CO)c(=S)n2CO	1.1	9.6	0.4	-0.9	-37.6	1.3	-3.2	-6.0	1	-34.1
Cc1cc(C)n2cc(CSc3nc4ccccc4[nH]3)nc2n1	1	-13.0	0.6	0.4	-39.9	0.9	2.5	0.5	1	14.6
COc1cccc(C2c3c(oc4ccc(F)cc4c3=O)C(=O)N2CCCN2CCOCC2)c1 (stereo not given)	1	-6.8	0.1	0.5	1.9	1	-8.7	-4.7	1	-2.7
COc1ccc(N(C(=O)c2cnccn2)C(C(=O)NC2CCCCC2)c2ccc(O)cc2)cc1 (stereo not given)	1	-2.0	-0.1	0.2	-2.7	1	-3.2	-2.5	1	2.6
CCNC(=O)/C(=C\c1ccc2c(c1)OCO2)NC(=O)c1ccc(Br)cc1	1.1	7.9	1.0	-4.7	-12.4	0.9	-6.2	-5.9	1	10.4
CC(=O)n1cc(Nc2ccc([N+](=O)[O-])cc2)c2ccccc21	1	-8.3	1.7	14.9	6.1	0.9	9.7	1.4	0.9	7.0
Cc1cccn2c(CN(C)CCC3CCCCO3)c(C(=O)N3CCCCC3)nc12 (stereo not given)	1	21.5	-1.0	-10.3	-12.1	1	7.9	-2.2	1.1	1.9
CC1(C)CC(CC(=O)NC(=S)Nc2ccc([N+](=O)[O-])cc2)C(=O)O1 (stereo not given)	1	19.4	4.8	-0.8	-4.3	1	-6.6	-4.5	1	1.3
COCCNC(C(=O)Nc1cc(Cl)cc(Cl)c1)c1ccccc1 (stereo not given)	1	-3.4	1.8	1.9	-3.4	0.9	1.8	-1.3	1	8.7
CCOC(=O)CNC(=O)CSc1ncnc2c1cnn2Cc1ccccc1	1	-27.6	4.5	-9.0	-4.1	0.9	-6.9	-3.0	1.1	8.3

Arranged by the number under bIAP inh (falling): 7 of the compounds above
Molecule,APP 5UTR inh,RAM network inh,TNAP inh hiacc,TNAP inh no acc,bIAP activator,TNAP act hiacc,bIAP inh
CCNC(=O)/C(=C\c1ccc2c(c1)OCO2)NC(=O)c1ccc(Br)cc1,7.9,1.0,-4.7,-12.4,0.9,1,10.4
CN(C)c1ccc(-c2nnn(CC(=O)Nc3ccccc3N3CCOCC3)n2)cc1,18.3,0.3,-2.4,-5.5,0.9,1,9.9
COc1ccc(/C=C2/SC(=O)N(CC(=O)NCCC(C)C)C2=O)cc1OC,-0.5,-1.0,0.6,-12.5,0.9,1,9.3
Cc1ccc(S(=O)(=O)N2CCCC2C(=O)OCc2nc3sc(C)c(C)c3c(=O)[nH]2)cc1 (stereo not given),2.6,2.5,0.9,5.8,0.9,1,7.5
CC(=O)n1cc(Nc2ccc([N+](=O)[O-])cc2)c2ccccc21,-8.3,1.7,14.9,6.1,0.9,0.9,7.0
CCCNc1nc(N)nc(-c2cc(Cl)ccc2OC)n1,5.8,0.0,-1.5,-6.7,0.9,1,6.7
CCc1ccc(C2c3[nH]c4ccccc4c3CCN2C(=O)CN2CCN(CC)CC2)cc1 (stereo not given),2.2,-1.8,-4.0,-15.1,1.4,1,-36.1

Following part
SMILES	FLuc act counter	APP 5UTR inh	RAM network inh	TNAP inh hiacc	TNAP inh no acc	bIAP activator	Lmaj promast	FLuc inhib CS	TNAP act hiacc	bIAP inh
O=C(CCCSc1nc2ccccc2c(=O)[nH]1)c1ccccc1	1	-6.3	1.6	-5.5	-10.1	1	11.0	-4.6	1.1	1.8
O=C(O)c1ncn(Cc2ccccc2)c1C(=O)O	1	17.4	1.5	-2.0	-4.0	1	-7.2	-4.4	1	2.0
c1coc(Cn2c(SCc3nc4ccccc4[nH]3)nnc2-c2cccs2)c1	1.1	0.1	0.7	-13.1	-10.8	1.3	4.7	-10.0	1.1	-34.0
COc1ccc(CCNC(=O)CSc2ccccc2)cc1OC	1.1	1.1	0.1	-3.0	-8.8	1	1.8	-6.5	1	0.0
COC(=O)c1ccccc1NC(=O)CSCC(=O)Nc1ccc(F)cc1	1	-7.8	1.1	-2.7	-9.1	1	-1.8	-3.2	1	2.5
Cc1ccccc1N(C(=O)c1csnn1)C(C(=O)NC(C)(C)C)c1cccs1 (stereo not given)	1.1	-2.9	0.0	-5.5	-10.4	1	5.2	-7.5	1.1	3.8
Cc1cc(C)nc(Nc2n[nH]c(COc3cccc4ccccc34)n2)n1	1.1	-16.2	3.3	-6.3	-26.8	1	-5.3	-5.8	1.1	-0.6
Cc1cccc(OCCCc2c(C)n[nH]c2C)c1	1	-16.4	-0.8	-0.8	1.9	0.8	-5.6	-3.1	1	21.8
O=C(Nc1ccc(NC(=O)C2CCCCC2)nc1)c1ccccn1	0.9	-60.8	2.9	-4.1	-3.8	1.1	71.3*	14.4	1	-12.6
O=C(CN1C(=O)c2cccc3cccc1c23)N1CCN(Cc2ccc3c(c2)OCO3)CC1	1	-19.7	1.0	-0.5	-7.0	1.2	88.1*	-3.1	1	-23.4
Cc1ccc(-c2nnc(CSc3nc(C(C)C)nc4sc(C)c(C)c34)o2)cc1	1	-2.3	8.2	2.2	-1.1	0.9	-0.8	0.6	1	6.3
CCOC(=O)N1CCC(NC(=O)CCc2c(C)nc3c(c(C)nn3C(C)(C)C)c2C)CC1	1	4.5	2.0	-0.6	-7.6	1.1	-0.2	-0.2	1	-14.6
COCCOC(=O)C1=C(C)N=C2SCCC(=O)N2C1c1ccc(C(=O)OC)cc1 (stereo not given)	1.1	-11.2	2.4	-0.6	-5.5	1	-5.0	-6.3	1	2.3
Cc1c(C(=O)N2CCC(C)CC2)cccc1[N+](=O)[O-]	1	3.6	-0.5	-8.4	-11.3	1	-11.5	-4.6	1.1	3.8
CS(=O)(=O)N1CCC(C(=O)NCC2CCCO2)CC1 (stereo not given)	1	-14.1	0.1	1.3	-7.1	0.9	-4.5	0.9	1	13.8
COc1ccccc1Nc1ncc(C(C)=O)c(C)n1	0.8	-18.6	0.8	-4.7	-13.0	1	-8.0	21.4	1	1.9
CCCCOc1ccc(/C=N/NC(=S)Nc2cccc(C)c2C)cc1	1	-0.7	3.9	4.3	-5.7	0.8	7.0	-4.6	1	20.1
CCOC(=O)C1=NN(c2ccc(OC)cc2)C(c2ccccc2)CC1=O (stereo not given)	1	-12.9	0.3	10.9	2.3	1.1	60.6*	-3.5	0.9	-6.3
COc1ccccc1/C=C/[C@@H]1C[C@H]2CN(Cc3cccc(Cl)c3)C(=O)[C@]23CCCN13	1	0.5	1.1	-5.4	-11.4	1	4.0	-4.9	1.1	-0.7
COc1ccc(C2=NO[C@@H]3C(=O)N(c4cccc(C)c4C)C(=O)[C@H]23)cc1OC	1.1	10.4	1.1	-3.1	-11.7	1	-6.9	-6.3	1	3.9
O=C(CCC(=O)N1CCCC1)Nc1ccc([N+](=O)[O-])cc1	1	2.6	-0.4	-1.8	-4.9	1.1	-1.5	-1.6	1	-5.8
COC(=O)c1ccc(NC(=O)c2ccccc2)o1	0.9	-24.0	0.5	-1.9	-4.1	1.1	-4.1	6.3	1	-5.6
Cn1c(=O)cc(SCC(=O)N2CCN(C(=O)c3ccco3)CC2)c2ccccc21	1	0.4	-0.7	-5.4	-11.2	1	0.7	-3.8	1.1	1.4

4 records picked at random from those above, as already listed:
SMILES	FLuc act counter	APP 5UTR inh	RAM network inh	TNAP inh hiacc	TNAP inh no acc	bIAP activator	Lmaj promast	FLuc inhib CS	TNAP act hiacc	bIAP inh
O=C(c1cc2sccc2n1Cc1ccc(F)cc1)N1CCc2ccccc21	1	-9.6	2.2	-5.0	-8.9	1	35.9	-0.6	1.1	-0.2
CN(C)c1ccc(-c2nnn(CC(=O)Nc3ccccc3N3CCOCC3)n2)cc1	1	18.3	0.3	-2.4	-5.5	0.9	1.7	2.0	1	9.9
Cc1cc(C(=O)Nc2ccccc2C#N)n(-c2ccccc2)n1	1	7.6	-0.6	-2.2	-7.2	0.9	-2.5	-1.8	1	7.2
CCCCOc1ccc(/C=N/NC(=S)Nc2cccc(C)c2C)cc1	1	-0.7	3.9	4.3	-5.7	0.8	7.0	-4.6	1	20.1

Compound activity as filed in PubChem BioAssay.
